Screens: PubChem, several laboratories
CHRM5 antagonist – CHRM5 antagonism in calcium assay; P08912; CHO-hM5 cells, Fluo-8 calcium fluorescence, ACh EC80; inhibition, % at 3 µM; 360,000 compounds, 0.59% hits;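 active = inhibition above a per-plate cutoff, the mean of that plate's test compounds plus 3 SD, cut at about 27% in these data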;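 also: 0% = acetylcholine EC80 with DMSO and 100% = DMSO without agonist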
M4 PAM – potentiates acetylcholine response at human M4 receptor. AID 624126. activation, % at 3 µM. CHO-K1 hM4/Gqi5, Fluo-8 calcium fluorescence, ACh EC20; 0% = ACh EC20, 100% = maximal ACh. 360,000 compounds, 0.4% hits. P08173;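 active = activation above its plate's cutoff, the mean activation of sample wells plus 3 SD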; also: some results filed as inactive read as strong as hits
Target sequence (P08173 whole entry, looked up): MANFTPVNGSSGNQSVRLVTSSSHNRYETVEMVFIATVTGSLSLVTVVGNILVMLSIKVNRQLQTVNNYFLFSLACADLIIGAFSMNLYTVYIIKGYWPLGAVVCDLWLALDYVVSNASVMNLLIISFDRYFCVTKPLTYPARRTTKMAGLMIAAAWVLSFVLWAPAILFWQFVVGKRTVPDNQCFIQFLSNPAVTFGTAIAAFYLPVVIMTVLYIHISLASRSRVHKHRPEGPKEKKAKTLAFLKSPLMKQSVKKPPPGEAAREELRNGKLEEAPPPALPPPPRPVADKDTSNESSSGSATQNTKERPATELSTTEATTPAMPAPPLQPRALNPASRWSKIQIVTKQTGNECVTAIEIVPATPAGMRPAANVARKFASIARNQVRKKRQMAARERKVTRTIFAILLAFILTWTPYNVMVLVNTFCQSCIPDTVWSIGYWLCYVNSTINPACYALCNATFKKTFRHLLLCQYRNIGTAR
CHRM5 agonist – CHRM5 agonism in calcium assay; AID 624037; CHO-K1 hM5 cells, Fluo-8 calcium fluorescence; 0% DMSO wells, 100% maximal acetylcholine response; activation, % at 3 µM; 360,000 compounds, 0.19% hits; P08912;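 active = activation above the run's mean over test compounds plus 3 SD, cut at about 23% in these data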;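 also: signal is peak over basal fluorescence ratio across the kinetic read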
CRFBP-R2 block – antagonists of CRF-binding protein/CRF-R2 receptor complex; HEK293 CRF-R2/CRF-BP, CRF-induced calcium fluorescence; inhibition, % at 11.8 µM; 350,000 compounds, 0.59% hits; AID 588475;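 active = inhibition of the ligand-induced calcium signal above about 50% at the single tested concentration, limit read from the data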
TAAR1 agonist – agonists of human TAAR1; Q96RJ0; CHO RD-HGA16 TAAR1, Fluo-8 calcium fluorescence; vehicle wells 0%, saturating PEA agonist 100%; activation, % at 3 µM; 360,000 compounds, 0.99% hits;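 active = activation above the mean activation of all test compounds in the run plus 3 SD, cut at about 38% in these data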
Target sequence (Q96RJ0 whole entry, looked up): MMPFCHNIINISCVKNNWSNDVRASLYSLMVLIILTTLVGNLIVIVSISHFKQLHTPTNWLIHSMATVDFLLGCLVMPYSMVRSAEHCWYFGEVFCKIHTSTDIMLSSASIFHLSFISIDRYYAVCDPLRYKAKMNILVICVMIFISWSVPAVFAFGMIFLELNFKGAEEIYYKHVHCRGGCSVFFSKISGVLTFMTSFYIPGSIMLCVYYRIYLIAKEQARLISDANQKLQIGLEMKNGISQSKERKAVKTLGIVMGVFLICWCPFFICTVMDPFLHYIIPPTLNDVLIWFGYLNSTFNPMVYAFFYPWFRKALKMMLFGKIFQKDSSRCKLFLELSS
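Assay system: CHO-derived RD-HGA16 cells with stable Gα16 and human TAAR1; timing: 17-24 h seeding, 75 min 37 °C dye, 30 min RT; read-out: % activation from peak over basal fluorescence ratio, DMSO-to-PEA scaled; measured by: kinetic Fluo-8 calcium fluorescence; benchmarks: low control DMSO, high control PEA (EC100); doses: 3 µM single concentration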
CHRM5 PAM – potentiates acetylcholine response at human M5 receptor. P08912. activation, % at 3 µM. CHO-K1 hM5, Fluo-8 calcium, ACh EC20 PAM; 0% = ACh EC20, 100% = ACh EC100. 360,000 compounds, 0.3% hits;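 active = activation above the run cutoff, the mean activation of all test compounds plus 3 SD, cut at about 18% in these data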
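system = human M5 receptor in CHO-K1 cells | reagent = EC20 acetylcholine as agonist stimulus | compound dosing = single-point, 3 µM nominal | incubation = Fluo-8 loading 80 min at 37 °C plus 30 min room temperature | detection = Fluo-8 calcium dye fluorescence, kinetic read | benchmarks = low control EC20 acetylcholine (0%), high control EC100 acetylcholine (100%)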
CRFR2-BP ag – CRF-BP/CRF-R2 complex agonism; HEK293 CRF-R2/CRF-BP, calcium dye fluorescence (FLIPR); percent of saturating CRF peptide response; activation, % at 13.2 µM; 350,000 compounds, 0.46% hits;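 active = activation of at least 50%, plus an integration ratio under a set limit after plate pattern correction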;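 also: plate controls were neutral control wells without compound for no effect and CRF at EC100 for full effect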
M1 PAM parental – M1 PAM counterscreen hit in parental CHO-K1 cells; ATP EC20, Fluo-8 calcium fluorescence; 0% at ATP EC20, 100% at ATP max; activation, % at 3 µM; 360,000 compounds, 0.02% hits; AID 602247;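 active = activation above the run cutoff, the mean activation of all test compounds plus 3 SD, cut at about 40% in these data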;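 also: peak over basal fluorescence ratio in a 140 s read after ATP addition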
TAAR1 antagonist – antagonists of human TAAR1. Q96RJ0. CHO RD-HGA16 TAAR1, Fluo-8 calcium fluorescence, antagonist. inhibition, % at 3 µM. 360,000 compounds, 1.5% hits;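 active = inhibition above a per-plate cutoff, the mean inhibition of test compounds on that plate plus 3 SD, cut at about 49% in these data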;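 also: 0% = DMSO plus EC80 beta-PEA response and 100% = DMSO alone without agonist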
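Test system: CHO RD-HGA16 cells bearing hTAAR1 | Reagent: β-PEA, EC80 | Compound dosing: 3 µM, single point | Schedule: Dye loading 75 min at 37 °C, then 30 min room temperature | Signal: Calcium fluorescence with Fluo-8 | Evaluation: Percent inhibition of PEA-evoked calcium signal, max/basal emission ratio | Control set: DMSO-only wells and EC80 β-PEA-stimulated wells | Repeats: Singlicate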
* marks the source's active call; other numbers are inactive results; . = not tested or not shown.

SMILES | CHRM5 antagonist | M4 PAM | CHRM5 agonist | CRFBP-R2 block | TAAR1 agonist | CHRM5 PAM | CRFR2-BP ag | M1 PAM parental | TAAR1 antagonist
CC(C)(C)C(=O)N1CCC2CC1c1cc(Cl)ccc12 (stereo not drawn) | 1 | 2 | 0 | 20 | -1 | -2 | 1.3 | -5 | 9
COc1cc(C)ccc1OCc1cc(C(=O)N2CCC(c3ccc(F)cc3)C2)no1 (stereo not drawn) | 0 | 0 | 0 | 3 | 0 | -3 | 0.3 | -4 | -14
O=C(O)CCC(=O)NNC(=O)c1ccc(Br)cc1 | 5 | 17 | 0 | -3 | 2 | 3 | 0.6 | -8 | -10
O=C(COC(=O)CCOc1ccccc1)Nc1ncc(Cl)cc1Cl | -2 | -2 | 0 | 4 | -1 | -2 | -0.3 | 12 | -19
CCS(=O)(=O)Nc1ccc(-c2nnc(SCC(=O)OC)o2)cc1 | -14 | 23 | 1 | -48 | 2 | 12 | -0.9 | 19 | -1
COc1ccc(-n2c(O)c(/C=N/Nc3nc(C)cc(C)n3)c3ccccc3c2=O)cc1OC | 0 | 2 | 0 | 0 | 2 | 5 | 1.3 | 5 | -6
O=C(CCN1CCN(c2ccccc2F)CC1)Nc1cccc(F)c1 | -5 | -3 | -8 | -2 | 2 | -5 | 1.1 | 7 | 0
CN(C)c1ccc(CNn2cnnc2SCc2ccc(F)cc2)cc1 | 2 | -14 | -2 | -3 | 1 | -12 | 0.8 | 10 | 14
c1csc(-c2noc(CN3CCc4sccc4C3)n2)c1 | 3 | -1 | 2 | 28 | 6 | 1 | 3.7 | -3 | 16
COCCNc1nc(-c2cc3ccccc3o2)cs1 | 7 | -22 | 2 | 16 | -1 | -10 | 13 | 11 | -13
CCN(CC)c1ccc(-c2nnc(SCC(=O)Nc3ccccc3C#N)n2-c2ccccc2)cc1 | 5 | 2 | -4 | 8 | 2 | -2 | -0.1 | 15 | 1
Cc1cc(C)n(C(=O)c2ccc([N+](=O)[O-])cc2[N+](=O)[O-])n1 | 3 | 3 | -7 | -2 | 9 | -7 | -2.4 | 20 | 0
Cc1ccc(NCC(O)C(O)C(O)CO)cc1C (stereo not drawn) | -2 | -3 | -3 | -4 | -1 | 2 | 1.1 | 15 | 19
Cc1cc(C(=O)N/N=C/c2c(C)[nH]n(-c3ccccc3)c2=O)n[nH]1 | -15 | 7 | -4 | 6 | -2 | 19* | -0.5 | 14 | 12
O=C(O)C1CC(=O)N(Cc2ccc3c(c2)OCO3)C1 (stereo not drawn) | 5 | 5 | 1 | -16 | . | 0 | 4.7 | 4 | .
CCCCCC1CC1C(=O)N/N=C/c1ccc(N(C)C)cc1 (stereo not drawn) | -5 | -2 | -2 | 5 | -3 | -5 | 0.7 | 8 | -14
O=C(CN1C(=O)CNC1=O)Nc1cccc(C(F)(F)F)c1 | -2 | 7 | -3 | -2 | 12 | 2 | -1.1 | -5 | -5
O=C(CN1CCN(c2ccccc2F)CC1)N1N=CCC1c1ccccc1 (stereo not drawn) | -11 | 4 | -1 | 2 | 1 | 1 | -0.3 | 19 | 9
O=C(c1ccc(Sc2ccc(F)cc2)c([N+](=O)[O-])c1)N1CCOCC1 | 11 | -22 | 0 | 12 | 0 | -14 | 1.0 | 8 | 8
O=C(CSc1nc(-c2ccccc2)cc(=O)[nH]1)Nc1ccccc1F | 5 | -3 | 2 | 10 | 2 | -11 | -4.4 | -3 | -9
Fc1ccc(/C=N/Nc2nccnc2Cl)cc1 | -4 | 2 | 1 | 6 | 11 | -1 | -0.2 | -2 | -13
O=C(CSc1nc(C2CCCCC2)nc2ccccc12)NCc1ccc2c(c1)OCO2 | 4 | -2 | -4 | 17 | -2 | -5 | 2.5 | 14 | -7
CN(C)C(=O)c1cn(-c2ccccc2)nc1-c1cccs1 | 3 | 4 | 1 | -8 | 9 | -9 | 0.2 | 1 | 5
CC1(C)CC(=O)C2=C(C1)c1c(ccc3ccccc13)NC2c1cc([N+](=O)[O-])cc([N+](=O)[O-])c1O (stereo not drawn) | 17 | -12 | 2 | 78* | 1 | -20 | -1.2 | 1 | -3
O=C1CCC(C(=O)N2CCC(CCO)CC2)CN1Cc1ccc(Cl)cc1 (stereo not drawn) | -2 | 0 | -1 | 9 | 1 | 2 | -1.5 | 13 | -32

The last 4 entries of the section above lead into the next.
SMILES | CHRM5 antagonist | M4 PAM | CHRM5 agonist | CRFBP-R2 block | TAAR1 agonist | CHRM5 PAM | CRFR2-BP ag | M1 PAM parental | TAAR1 antagonist
O=C(CSc1nc(C2CCCCC2)nc2ccccc12)NCc1ccc2c(c1)OCO2 | 4 | -2 | -4 | 17 | -2 | -5 | 2.5 | 14 | -7
CN(C)C(=O)c1cn(-c2ccccc2)nc1-c1cccs1 | 3 | 4 | 1 | -8 | 9 | -9 | 0.2 | 1 | 5
CC1(C)CC(=O)C2=C(C1)c1c(ccc3ccccc13)NC2c1cc([N+](=O)[O-])cc([N+](=O)[O-])c1O (stereo not drawn) | 17 | -12 | 2 | 78* | 1 | -20 | -1.2 | 1 | -3
O=C1CCC(C(=O)N2CCC(CCO)CC2)CN1Cc1ccc(Cl)cc1 (stereo not drawn) | -2 | 0 | -1 | 9 | 1 | 2 | -1.5 | 13 | -32
COC(=O)c1cc(OC(=O)c2ccc(=O)[nH]c2)cc(C(=O)OC)c1 | 0 | 0 | 1 | 11 | 0 | 12 | -0.9 | 6 | 7
O=C(Nc1ccccc1Cl)c1ccc2ccccc2c1 | 15 | 1 | -4 | 2 | 4 | -4 | -1.1 | -26 | 0
COc1ccc(Cc2c(C3CCCCC3)nc3ccc(Br)cn23)c(C)c1 | 7 | -5 | -1 | . | 0 | 4 | . | 17 | 17
O=C(N/N=C/C=N/NC(=O)c1ccco1)c1ccco1 | 7 | 14 | -6 | -5 | 1 | -4 | 0.7 | 21 | -21
CC(C)C(c1nnnn1C1CCCC1)N(C)C1CCCCC1 (stereo not drawn) | 2 | 5 | -2 | 0 | 5 | 6 | -0.2 | 26 | -3
Nc1nnnn1/N=C/c1ccccn1 | 4 | 4 | 0 | -4 | 10 | -6 | 3.0 | 11 | -4
CCCN(CC(=O)Nc1ccccc1C)C(=O)c1ccc(N2CCCCC2)c([N+](=O)[O-])c1 | 7 | 2 | 4 | -7 | 0 | 4 | -0.9 | 0 | -12
COc1ccc(-c2cc(C(=O)Nc3ccc(OC)cc3OC)no2)cc1 | -1 | 5 | -3 | 8 | 3 | 1 | -0.3 | 0 | -16
COc1ccc(NC(=O)CCC2CCCCC2)cc1S(=O)(=O)N1CCCCC1 | 12 | -6 | 5 | 12 | 12 | -13 | 0.8 | 11 | 35
O=C(CN1C(=O)COc2ccccc21)N(Cc1ccccc1)Cc1ccccn1 | -1 | -1 | 2 | 6 | 19 | -6 | -1.2 | 12 | 9
COc1ccc(NC(=O)c2ccc(N3CCCC3=O)cc2)cc1Cl | 5 | 1 | 0 | -14 | 5 | 10 | 6.6 | -4 | 11
COC(=O)CCN(C1CCCCC1)S(=O)(=O)c1ccc(S(=O)(=O)N2CCCCC2)cc1 | -4 | 6 | 2 | -28 | 3 | 0 | 15 | 16 | 2
CCN(CC)C(=O)CN1C(=O)C2CC=C(Cl)CC2C1=O (stereo not drawn) | -7 | -3 | 0 | -2 | 0 | -2 | 1.6 | 10 | 10
COc1ccc(NC(=O)CSCC(=O)Nc2ccccc2N2CCCCC2)cc1 | -1 | 11 | -5 | 7 | 4 | -5 | 0.1 | 8 | 25
CC(C)CNC(=O)COC(=O)c1ccccc1OCC(=O)Nc1ccc(Br)cc1 | 6 | 7 | -2 | 2 | 2 | -1 | -1.0 | 12 | -13
Cc1ccc(-c2cc(C(=O)NCc3ccccn3)c3ccccc3n2)cc1C | 13 | -6 | -2 | 111* | 4 | -19 | -3.3 | 5 | 44
CN(Cc1nccn1C)C(=O)CC1C(=O)NCCN1Cc1cccc(Oc2ccccc2)c1 (stereo not drawn) | 2 | 8 | -7 | 6 | 3 | -5 | -0.3 | 1 | -4
O=C(CC1(O)C(=O)N(Cc2ccccc2)c2ccccc21)c1ccc2c(c1)OCO2 (stereo not drawn) | 0 | -12 | -5 | 4 | 11 | -2 | 0.0 | -5 | -11
COC(=O)c1ccc(C2/C(=C(/O)c3ccc4c(c3)CC(C)O4)C(=O)C(=O)N2CCN2CCOCC2)cc1 (stereo not drawn) | 0 | 5 | -4 | -6 | 1 | 0 | 0.9 | -4 | -25
CN1CCN(C(=O)C2(NC(=O)NCc3ccccc3)CCCCC2)CC1 | 5 | -5 | 2 | -11 | 3 | -5 | 1.1 | 7 | 5
O=S(=O)(NC1CCc2ccccc21)c1ccc(S(=O)(=O)N2CCCC2)cc1 (stereo not drawn) | -3 | -15 | 2 | 13 | 21 | -18 | 0.1 | -5 | 38
O=C(Cc1ccccc1)NC(NC(=O)Cc1ccccc1)c1cccc([N+](=O)[O-])c1 | -10 | -4 | -3 | 6 | 2 | 4 | -0.9 | 11 | -5
CCCCCCCC(=O)N1CCN(c2cc3c(cc2F)c(=O)c(C(=O)O)cn3CC)CC1 | 17 | -10 | 1 | -27 | -3 | -8 | -2.2 | 24 | -3
CCCN1C(=O)c2ccc(C(=O)NC3CCCCC3)cc2C1=O | -3 | 0 | -7 | 4 | 6 | 4 | -1.2 | 26 | 2
CCOC(=O)N1CCC(N2C(=O)c3ccccc3C2Nc2ccc(C)cc2)CC1 (stereo not drawn) | 0 | -4 | -1 | 28 | -2 | -3 | 1.4 | 15 | -20

Carrying on.
SMILES | CHRM5 antagonist | M4 PAM | CHRM5 agonist | CRFBP-R2 block | TAAR1 agonist | CHRM5 PAM | CRFR2-BP ag | M1 PAM parental | TAAR1 antagonist
COc1cccc(OCc2cc(C(=O)NCc3ccccn3)no2)c1 | 12 | -3 | -2 | -1 | 1 | -1 | -1.6 | 11 | -3
Nc1nc(C23CC4CC(CC(Cl)(C4)C2)C3)cs1 | -10 | 3 | 5 | -3 | 7 | 8 | -1.0 | 3 | -8
O=C(CCCN1C(=O)/C(=C/c2ccccc2)SC1=S)N1CCOCC1 | 10 | -10 | 7 | -21 | 4 | -11 | 1.3 | -4 | 0
CCc1cc2c(=O)[nH]c(Cc3ccccc3)nc2s1 | 9 | 7 | -3 | 4 | 14 | -4 | -0.6 | 13 | 3
Cn1cnnc1SCc1nnc(-c2ccccc2Br)o1 | 4 | 3 | -2 | -5 | 11 | 0 | 0.8 | 0 | 20
Cc1cc(O)c(C(=O)Cc2csc(C)n2)c(O)c1 | 1 | 4 | -2 | 7 | 0 | 5 | 0.2 | 20 | 12
O=Nc1ccc(NOC(=O)c2ccccc2)cc1 | -1 | -4 | -1 | 13 | 2 | -1 | -1.6 | 5 | -5
CCOC(=O)C(=CNc1nc(-c2ccc3ccccc3c2)cs1)C(=O)OCC | 5 | -5 | 0 | -4 | -2 | -11 | 2.0 | 1 | -9
